Source: PubChem (The Scripps Research Institute Molecular Screening Center)
GPR151 activ: human GPR151 activation. Q8TDV0. PathHunter beta-arrestin GPR151 cells, luminescence. activation, % at 11.2 µM. 650,000 tested, 1% active. AID 1508602; in the data active means activation above about 4.9%;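 further: 0% = median of compound wells and 100% = cells with positive control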
Target sequence (Q8TDV0 whole entry, looked up): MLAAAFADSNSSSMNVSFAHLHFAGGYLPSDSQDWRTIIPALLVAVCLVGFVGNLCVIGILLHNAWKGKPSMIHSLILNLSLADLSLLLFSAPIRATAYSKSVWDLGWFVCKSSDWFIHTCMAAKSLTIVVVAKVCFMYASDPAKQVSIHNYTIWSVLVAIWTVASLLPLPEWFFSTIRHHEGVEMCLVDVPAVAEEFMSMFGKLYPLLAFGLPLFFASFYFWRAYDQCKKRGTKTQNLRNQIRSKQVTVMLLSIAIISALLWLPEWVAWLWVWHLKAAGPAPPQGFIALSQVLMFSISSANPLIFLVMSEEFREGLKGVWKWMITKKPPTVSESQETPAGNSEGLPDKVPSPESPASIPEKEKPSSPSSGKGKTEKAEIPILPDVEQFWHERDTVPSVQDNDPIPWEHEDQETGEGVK
MITF primary: inhibitors of human MITF; 650,000 tested, 0.91% active; inhibition, % at 2.6 µM; O75030; AID 1259374; AlphaScreen MITF homodimerization, bead proximity signal; in the data active means inhibition above about 50%;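 further: 0% = vehicle wells with protein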
Target sequence (O75030 whole entry, looked up): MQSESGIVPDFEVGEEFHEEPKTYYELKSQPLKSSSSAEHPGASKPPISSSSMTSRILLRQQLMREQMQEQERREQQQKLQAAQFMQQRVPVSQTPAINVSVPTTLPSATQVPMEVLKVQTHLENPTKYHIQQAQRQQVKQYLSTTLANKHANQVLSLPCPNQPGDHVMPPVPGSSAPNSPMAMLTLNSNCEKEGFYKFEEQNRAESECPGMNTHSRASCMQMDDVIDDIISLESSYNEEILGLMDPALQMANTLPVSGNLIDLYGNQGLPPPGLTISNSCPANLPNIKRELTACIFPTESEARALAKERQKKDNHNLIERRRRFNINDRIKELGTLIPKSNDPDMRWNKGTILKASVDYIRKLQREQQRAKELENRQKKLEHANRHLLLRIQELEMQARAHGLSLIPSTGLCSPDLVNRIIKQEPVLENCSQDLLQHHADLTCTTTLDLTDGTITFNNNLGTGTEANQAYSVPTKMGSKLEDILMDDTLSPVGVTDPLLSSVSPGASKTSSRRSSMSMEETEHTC
FBW7 activator: human FBW7 E3 ligase activation, primary screen; Q969H0; AlphaScreen FBW7–phospho-cyclin E peptide binding, activator screen; normalized activity (activation), % at 26.1 µM; 650,000 tested, 0.13% active; in the data active means normalized activity above about 1.9%;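 further: purified mutant Fbw7 with reduced substrate affinity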
TEAD-YAP inh: TEAD-YAP interaction inhibition; 640,000 tested, 1.4% active; HEK-TIYL cells, TEAD-Gal4/YAP UAS-luciferase luminescence; inhibition, % at 9.12 µM; AID 1259422; in the data active means inhibition above about 32%;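 further: 0% = median of test compound wells and 100% = reference inhibitor wells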
Starred values were filed as active, the others as inactive.

SMILES | GPR151 activ | MITF primary | FBW7 activator | TEAD-YAP inh
CC(=O)Nc1ccc(Nc2nc(-c3ccc(C(=O)N4CCN(C)CC4)cc3)nc3c2ncn3-c2ccccc2)cc1 | -0.9 | 8 | -0.1 | 18
CC(C)(C)c1ccc(C2=N/C(=C\c3cccs3)C(=O)O2)cc1 | -0.5 | 7 | 0.4 | -5
Fc1cnc(Cl)nc1N1CCN(c2ccccc2)CC1 | -1.2 | -3 | 0.3 | 0
CCC(=O)N1c2ccccc2NC2=C(C(=O)CC(C)(C)C2)C1c1cccc(O)c1 (centres undefined) | -0.9 | 5 | 0.0 | 3
CCCCNC(=S)N1CCN(c2ccc(C(C)=O)cc2)CC1 | -0.4 | -3 | -0.2 | -9
Cc1cccc(CS(=O)(=O)CC2Nc3ccc(C(=O)NCCC(C)C)cc3NC2=O)c1 (centres undefined) | -0.9 | -3 | -0.2 | 0
CCc1ccc(NC(=O)c2ccc(F)c(S(=O)(=O)N3CCN(c4ccccc4)CC3)c2)cc1 | -0.5 | 13 | 0.0 | -1
COc1ccc2c(C)cc(N/N=C/c3ccncc3)nc2c1 | -1.3 | 3 | -0.1 | 6
CCOC(=O)CCCSc1nc2sc(C(=O)O)c(C)c2c(=O)[nH]1 | -0.9 | 14 | -0.2 | 0
CCCCC(=O)N1CCc2cc(OC)c(OC)cc2C1COc1ccc(OC)cc1 (centres undefined) | -1.9 | 5 | 0.6 | -11
COc1ccccc1N1CCN(C(=O)CSc2nc3ccsc3c(=O)n2Cc2ccccc2Cl)CC1 | -1.7 | -8 | 0.0 | 9
CCn1c(C)[n+](CC)c2ccc(S(=O)(=O)N3CCCCC3)cc21 | 0.3 | 14 | -0.1 | 6
c1ccc(-c2nc3c4c(-c5ccccc5)c(-c5ccccc5)oc4ncn3n2)cc1 | -0.4 | -7 | -0.3 | -5
COc1ccc(-c2ncc(C)c(NCCc3ccc(O)cc3)n2)cc1 | -0.5 | 5 | -0.1 | -2
COc1ccc(C(CC(=O)NCCc2ccccc2)Sc2n[nH]c(-c3ccccc3)n2)cc1 (centres undefined) | 3.6 | 4 | 0.0 | 2
CN1CCN(c2ncnc3c2c(-c2ccccc2)cn3-c2ccc(F)cc2)CC1 | -1.7 | 2 | -0.2 | 8
COc1ccc(-c2noc(COc3ccc(Cl)cc3Cl)n2)cc1 | -1.5 | 15 | 0.7 | 12
Cc1noc(C)c1-c1cc(C(=O)NCCc2ccc(O)cc2)ccn1 | -0.2 | 2 | 0.1 | 7
CCC[C@@H]1NC(=O)[C@@H]2C[C@H](NCc3sc4ccccc4c3Cl)CN2C1=O | 0.3 | -8 | 0.0 | -9
Cc1oc(C)c(C(=O)O)c1CSc1ccccc1C(=O)O | 0.7 | 5 | 0.0 | 3
Cc1ccc(-c2cn3c(C(=O)N4CCN(c5ccc(F)cc5)CC4)csc3n2)cc1 | 3.3 | -2 | 0.0 | -2
O=[N+]([O-])c1ccc(N2CCCCCC2)c(F)c1 | -0.2 | 4 | 0.1 | -10
COc1ccc(Cl)cc1/C=C1/C(=O)NC(=O)N(c2ccccc2F)C1=O | -1.3 | 2 | 0.1 | 5
CCC(=O)N1CCc2cc(S(=O)(=O)N3CCN(c4cc(C)ccc4C)CC3)ccc21 | -0.9 | 2 | 0.2 | -3
Cc1cc(CNC2CCN(c3ccc(C(=O)NC4CCCC4)cc3)CC2)nn1C | 0.7 | 4 | 0.0 | -5
O=C(O)CCCC(=O)N1CCc2cc(S(=O)(=O)N3CCCCCC3)ccc21 | -0.5 | -3 | -0.2 | 6
COc1ccc(C)c2sc(NC(=O)C(C)(C)C)nc12 | 0.0 | -2 | 0.2 | 12
CSc1nc2c(sc3ccccc32)c(=O)n1-c1ccccc1 | 1.2 | 4 | 0.0 | 8
Cc1nc(O)c(C(c2ccc(C(=O)O)cc2)c2c(O)nc(C)[nH]c2=O)c(=O)[nH]1 | -0.6 | 11 | 0.0 | -12
Nc1c(C(=O)c2cccs2)sc2nc3c(c(-c4cccs4)c12)CCCCC3 | 0.0 | 1 | 0.1 | -6
CCC(C)NC(=O)CCNS(=O)(=O)c1cc(Br)cnc1N (centres undefined) | -1.6 | 13 | 0.1 | 8
COc1cc(CN2CCCCC2C)cc(Br)c1O (centres undefined) | -0.4 | -3 | -0.1 | -1
COc1ccccc1NC(=O)c1ccc(Br)o1 | 0.1 | -6 | 0.0 | 5
O=C(c1cc(-c2ccc3c(c2)OCCO3)on1)N1CCN(c2cccc(Cl)c2)CC1 | -1.1 | -6 | 0.0 | 0
O=C(Cc1cccc2ccccc12)NCCN1CCOCC1 | 0.0 | 2 | 0.3 | 0
COc1cc(/C=N/N(C)c2ccccc2)ccc1O | -1.9 | -2 | 0.7 | -22
CC(C)N(C)Cc1nnnn1CC(=O)N(C)Cc1nc2c(s1)CCCC2 | -1.2 | -2 | -0.1 | 3
COc1ccc(/C=N/NS(=O)(=O)c2ccc(Br)cc2)cc1OC | 1.2 | -10 | -0.2 | -4
O=C(CNc1cccc(Cl)c1)c1ccc([N+](=O)[O-])cc1 | -2.4 | -21 | 0.1 | -21
COc1ccc(C2Nc3ccccc3-c3cc(C)nn32)c(OC)c1 (centres undefined) | 1.0 | 14 | 0.1 | 6
O=C(NCCc1ccco1)c1ncoc1-c1cccc(Cl)c1 | 0.5 | -5 | 0.5 | -17
COc1ccccc1/C=C1/C(=O)NN(c2ccc(Br)cc2)C1=O | 0.6 | 1 | 0.1 | 5
O=C(Cc1ccccc1)Nc1c2c(nn1-c1ccc(F)cc1)CS(=O)C2 (centres undefined) | -0.9 | -12 | 0.0 | -8
COc1ccc(OC)c(C2C(C(=O)Nc3cc(C)ccn3)=C(C)NC3=C2C(=O)CCC3)c1 (centres undefined) | 1.9 | 8 | 0.5 | 8
CCc1c(C)nc(NC2CCN(S(=O)(=O)c3ccc(OC)cc3)CC2)[nH]c1=O | 0.1 | -18 | 0.1 | -6
O=C(NCc1ccc2c(c1)OCCCO2)c1cnc2ccccc2n1 | 0.1 | 3 | 0.4 | 6
O=C(NCC1CCCO1)c1cc2n(n1)C(C(F)(F)F)CC(c1ccco1)N2 (centres undefined) | -0.9 | 5 | -0.1 | 3
COc1ccc(OC)c(CN2CCN(Cc3ccccc3C)CC2)c1 | -1.6 | 51* | 0.2 | -3
O=C(N/C(=C\c1ccc2c(c1)OCO2)C(=O)N1CCOCC1)c1ccc(Br)cc1 | 2.7 | 3 | 0.4 | 8
CCCNC(=O)C(=O)NCC1OCCCN1S(=O)(=O)c1ccc(OC)cc1 (centres undefined) | 2.0 | -5 | -0.1 | 1

Compounds above with a tert-butyl group, in the order listed:
SMILES | GPR151 activ | MITF primary | FBW7 activator | TEAD-YAP inh
CC(C)(C)c1ccc(C2=N/C(=C\c3cccs3)C(=O)O2)cc1 | -0.5 | 7 | 0.4 | -5
COc1ccc(C)c2sc(NC(=O)C(C)(C)C)nc12 | 0.0 | -2 | 0.2 | 12

Next section.
SMILES | GPR151 activ | MITF primary | FBW7 activator | TEAD-YAP inh
CCOc1ccc(-n2c(CNC(=O)c3ccc(S(=O)(=O)N(C)C)cc3)nnc2SCC(=O)Nc2nnc(C)s2)cc1 | 0.4 | -6 | -0.1 | -1
CCOC(=O)c1c(N)sc(C(=O)NC)c1CBr | 0.0 | 13 | 0.1 | 5
NC(=O)CSc1nncn1-c1ccccc1 | 0.0 | 6 | 0.1 | 2
Cc1ncc2c(c1CNC(=O)c1ccccc1F)CCN(Cc1ccc(CO)o1)C2 | 0.1 | 2 | 0.7 | 3
CCCCc1ccc(NC(=O)COC(=O)c2ccc([N+](=O)[O-])o2)cc1 | -2.1 | -3 | 0.0 | -9
O=C(NCc1ccc(CNC(=O)C(Cl)(Cl)Cl)cc1)C(Cl)(Cl)Cl | 0.5 | -6 | 0.6 | 8
O=C(Nc1ccc(F)cc1F)NC1(C(=O)NCc2cccs2)CCCCC1 | 0.7 | 6 | 0.0 | 2
Cc1cc(NC(=O)CCC(=O)N(C2CC2)C2(C(=O)NC3CCCC3)CCCCC2)no1 | 0.9 | -2 | 0.1 | 3
NC(=O)c1ccccc1NC(=O)Cc1ccc(Cl)cc1 | 3.5 | -6 | 0.2 | 8
O=C(NCCc1ccccc1)c1ccc(OC2CCN(C(=O)c3ccsc3)CC2)cc1 | -0.5 | 8 | -0.1 | 1
c1cncc(C(c2nnnn2C2CCCC2)N2CCN(Cc3ccc4c(c3)OCO4)CC2)c1 (centres undefined) | 4.6 | -4 | 0.4 | -24
Cc1noc(C)c1-c1nc2c(NCc3nc4ccccc4[nH]3)ncnc2n1C(C)C | 1.4 | -3 | 0.2 | 7
COc1ccc(N=C2SC(C(=O)Nc3cccc(Cl)c3)CC(=O)N2C)cc1 (centres undefined) | -1.5 | 2 | 0.0 | -3
COc1ccc(N2C(=O)CN(C(=O)Cn3cnc4ccccc43)CC2(C)C)cc1 | 3.9 | 2 | 0.1 | -2
Cn1c(=O)c2c(nc(NCc3ccco3)n2Cc2ccccc2Cl)n(C)c1=O | 0.4 | 0 | -0.1 | -8
N#Cc1c(SCc2cccc(F)c2)nsc1SCc1cccc(F)c1 | 1.4 | 11 | 0.1 | -2
O=C(COc1ccc(Br)cc1)Nc1cc(-c2nc3ncccc3o2)ccc1Cl | -0.3 | 9 | 0.2 | 4
COc1ccc(CNC(=O)CC2CCCCC2)cc1 | -0.7 | -19 | -0.1 | -58
Cc1sc2ncnc(NCC(c3ccccc3)N(C)C)c2c1C (centres undefined) | 1.2 | 8 | 0.5 | 1
COC(=O)c1ccc(NC(=S)NC(=O)c2ccccc2F)cc1 | 0.9 | 2 | 0.0 | -10
CCOC(=O)C(NS(=O)(=O)c1ccccc1)C(O)c1ccccc1 (centres undefined) | 2.1 | 9 | 0.9 | 10

Among those listed so far, 13 contain a Cl atom.
SMILES | GPR151 activ | MITF primary | FBW7 activator | TEAD-YAP inh
Fc1cnc(Cl)nc1N1CCN(c2ccccc2)CC1 | -1.2 | -3 | 0.3 | 0
COc1ccccc1N1CCN(C(=O)CSc2nc3ccsc3c(=O)n2Cc2ccccc2Cl)CC1 | -1.7 | -8 | 0.0 | 9
COc1ccc(-c2noc(COc3ccc(Cl)cc3Cl)n2)cc1 | -1.5 | 15 | 0.7 | 12
CCC[C@@H]1NC(=O)[C@@H]2C[C@H](NCc3sc4ccccc4c3Cl)CN2C1=O | 0.3 | -8 | 0.0 | -9
COc1ccc(Cl)cc1/C=C1/C(=O)NC(=O)N(c2ccccc2F)C1=O | -1.3 | 2 | 0.1 | 5
O=C(c1cc(-c2ccc3c(c2)OCCO3)on1)N1CCN(c2cccc(Cl)c2)CC1 | -1.1 | -6 | 0.0 | 0
O=C(CNc1cccc(Cl)c1)c1ccc([N+](=O)[O-])cc1 | -2.4 | -21 | 0.1 | -21
O=C(NCCc1ccco1)c1ncoc1-c1cccc(Cl)c1 | 0.5 | -5 | 0.5 | -17
O=C(NCc1ccc(CNC(=O)C(Cl)(Cl)Cl)cc1)C(Cl)(Cl)Cl | 0.5 | -6 | 0.6 | 8
NC(=O)c1ccccc1NC(=O)Cc1ccc(Cl)cc1 | 3.5 | -6 | 0.2 | 8
COc1ccc(N=C2SC(C(=O)Nc3cccc(Cl)c3)CC(=O)N2C)cc1 (centres undefined) | -1.5 | 2 | 0.0 | -3
Cn1c(=O)c2c(nc(NCc3ccco3)n2Cc2ccccc2Cl)n(C)c1=O | 0.4 | 0 | -0.1 | -8
O=C(COc1ccc(Br)cc1)Nc1cc(-c2nc3ncccc3o2)ccc1Cl | -0.3 | 9 | 0.2 | 4
